From PubChem BioAssay
T cell HTS: T cell immune modulators affecting CD8 T cell-vesicle binding; 2C CD8+ T cell-vesicle binding, flow cytometry; stronger effect = lower value; calls only at 7 µM; hit rate 0.068% among 330,000; AID 2052;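 active means response, share of CD8 T cells binding vesicles, and their 90th percentile fluorescence all below set limits, cut at about 80% in these data, passing the limit was not always enough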
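Benchmarks: naked versus QL9-loaded vesicles / Assay system: purified 2C TCR transgenic mouse naive CD8+ T cells / Technique: high-throughput flow cytometry with anti-B7-1 and anti-CD8 staining / Timing: Cell–vesicle co-incubation 1.5 h at 37 °C, staining 20 min on ice / Read-out: percent CD8+ FL2 mean versus row control / Probe or stimulus: QL9-loaded Drosophila micro-vesicles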
GPR55 beta-arrestin: GPR55 agonists via beta-arrestin recruitment, primary screen, imaging, U2OS cells, beta-arrestin-GFP redistribution (AID 1961) | U2OS GPR55 beta-arrestin-GFP redistribution imaging; higher % means a stronger effect | one-dose activation, % at 10 µM; EC50 in µM for titrated hits | hit rate 0.048% among 290,000;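 active means activation above 40% with more than 50 cells counted in the well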;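 further: U2OS osteosarcoma cells stably expressing GPR55 and beta-arrestin-GFP; plate controls were DMSO negative control for no effect and LPI positive control for full effect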
KOR beta-arrestin-1: kappa opioid receptor blockers – cell-based, luminescence, uHTS (AID 1778); one-dose inhibition, % at 10 µM; IC50 in µM for titrated hits; hit rate 0.091% among 290,000; KOR beta-arrestin recruitment, luminescence, antagonist mode; higher % means a stronger effect; in the data active means inhibition above about 50%; further: strong numbers were not always called active
Salmonella PhoP GFP: PhoP-dependent GFP reporter repression – Salmonella Typhimurium, primary screen (AID 1863); hit rate 0.16% among 300,000; inhibition, % at 50 µM; hits with a dose series show IC50 in µM; S. Typhimurium PhoP-regulated promoter GFP reporter, 4 h; higher % means a stronger effect;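 active means inhibition over 29.93%, a cutoff 3 SD above the screen mean, later confirmed by dose response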;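 further: 0% = low Mg2+ inducing control and 100% = high Mg2+ repressing control; strong numbers were not always called active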
West Nile antiviral: inhibition of WNV-induced cytopathic effect – cell-based, CPE readout (AID 1621); hit rate 0.02% among 290,000; West Nile virus-infected cells, CPE inhibition; higher % means a stronger effect; one-dose CPE inhibition, % at 10 µM; IC50 in µM for titrated hits; in the data active means a potency from the dose series; further: strong numbers were not always called active
KOR beta-arrestin-2: kappa opioid receptor activators – cell-based, luminescence, uHTS, primary screen (AID 1777) | hit rate 0.02% among 280,000 | activation, % at 10 µM, or EC50 in µM where a hit was titrated | KOR beta-arrestin recruitment, luminescence; higher % means a stronger effect; in the data active means activation above about 50%, passing the limit was not always enough; further: a part of the inactive calls stands beside numbers as strong as those of hits
NTR1 ag: agonists of NTR1, primary screen, imaging, U2OS cells, beta-arrestin-GFP, high content (AID 493036); hit rate 0.17% among 330,000; NTR1-U2OS beta-arrestin-GFP spot imaging, agonist mode; P30989; activation, % at 20 µM;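 active means activation at or above 40% of the spot to cytoplasm intensity ratio, with at least 20 cells analyzed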;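 further: 0% = DMSO without peptide and 100% = 100 nM NTR1 peptide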
Target sequence (P30989 whole entry, looked up): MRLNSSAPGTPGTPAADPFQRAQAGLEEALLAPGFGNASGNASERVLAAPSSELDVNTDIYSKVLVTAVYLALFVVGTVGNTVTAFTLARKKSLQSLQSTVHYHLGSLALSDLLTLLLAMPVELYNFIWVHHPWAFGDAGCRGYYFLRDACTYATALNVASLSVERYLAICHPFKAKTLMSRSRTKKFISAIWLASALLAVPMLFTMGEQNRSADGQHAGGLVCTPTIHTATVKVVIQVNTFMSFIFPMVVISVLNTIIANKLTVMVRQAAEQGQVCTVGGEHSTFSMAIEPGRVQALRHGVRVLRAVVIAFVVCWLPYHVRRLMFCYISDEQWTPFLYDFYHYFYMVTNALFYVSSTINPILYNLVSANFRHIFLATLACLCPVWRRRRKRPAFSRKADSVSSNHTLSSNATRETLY
GPR55 LPI antagonism: inhibition of LPI-stimulated GPR55 beta-arrestin translocation – imaging, U2OS, beta-arrestin-GFP, LPI agonist, primary screen (AID 2013); hit rate 0.13% among 290,000; inhibition, % at 10 µM; hits with a dose series show IC50 in µM; U2OS GPR55 beta-arrestin-GFP translocation imaging, LPI antagonism; higher % means a stronger effect;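 active means spots per cell inhibited over 60%, with over 100 cells counted and total cytoplasm intensity under 500,000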;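 further: U2OS cells stably carrying GPR55 and arrestin-GFP stimulated by 5 µM LPI near EC80; imaged beta-arrestin-GFP aggregate spots per cell after agonist stimulation; plate controls were LPI-stimulated DMSO wells for no effect and DMSO wells without LPI for full effect; some results filed as inactive read as strong as hits; confirmed hits need IC50 under 10 µM and bright autofluorescent wells are also inconclusive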
GPR35 antagonists: inhibition of zaprinast-stimulated GPR35 beta-arrestin translocation – imaging, U2OS, beta-arrestin-GFP, zaprinast agonist, primary screen (AID 2058). U2OS GPR35 beta-arrestin-GFP translocation imaging, zaprinast antagonism; higher % means a stronger effect. hit rate 0.052% among 290,000. one-dose inhibition, % at 10 µM; IC50 in µM for titrated hits;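 active means inhibition of at least 50% with at least 30 cells and total cytoplasm GFP at most 10,000,000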
T cell HTS vesicle-bound %: also measured in T cell HTS; calls as there; double positive events, %; measured here: CD8+ vesicle-bound cell fraction;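 binding gate set so that unloaded-vesicle control wells show 10% double positive cells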
NTR1 ag cell count 20 µM: recorded beside NTR1 ag, whose call it bears; cell count; measured here: cell count, cytotoxicity flag
* hit, by the source's call; i = inactive; x = not tested or not shown; [ ] = remark or other dose.

SMILES	T cell HTS	T cell HTS vesicle-bound %	GPR55 beta-arrestin	KOR beta-arrestin-1	Salmonella PhoP GFP	West Nile antiviral	KOR beta-arrestin-2	NTR1 ag	NTR1 ag cell count 20 µM	GPR55 LPI antagonism	GPR35 antagonists
O=C(Nc1nnc(CCc2ccccc2)s1)c1cccs1	i	4	-0.3%	-32%	2%	0.2%	-1.3%	1.7	53	-5%	-20%
CCc1ccccc1-n1c(-c2ccncc2)n[nH]c1=S	i	12	-0.2%	-31%	5%	-0.3%	-14%	-2.8	48	-5%	14%
O=C(CN1C(=O)c2ccccc2C1=O)NCC(=O)OCC(=O)c1ccc(Br)cc1	i	53	0.2%	-27%	3%	x	7.9%	0.7	58	7%	33%
O=C(Cn1cnc2ccccc21)Nc1cccc([N+](=O)[O-])c1	i	26	-0.4%	x	9%	-0.5%	x	3.7	27	8%	-13%
O=C(NCC1CCCO1)/C(=C\c1ccc(Cl)cc1)NC(=O)c1ccccc1 (centres undefined)	i	55	0.0%	4%	-1%	-0.2%	-1.9%	1.3	38	8%	8%
Nn1c(SCC(=O)Nc2ccccc2Br)nnc1-c1ccco1	i	25	-0.2%	-68%	-7%	-0.3%	-2.4%	0.2	58	-3%	0%
Cc1ccc(CNC(=O)CNS(=O)(=O)c2cccc3nsnc23)cc1	i	61	-0.1%	-19%	-17%	0.2%	1.0%	0.1	42	5%	-3%
CC(C)c1nc2oc3c(NCc4cccnc4)ncnc3c2c2c1CCC2	i	46	0.1%	-10%	-5%	-0.1%	1.8%	3.5	80	13%	12%
CCc1cc(C(=O)NC2CCCc3c2cnn3-c2cccc(C)c2C)n(C)n1 (centres undefined)	i	5	-0.1%	-16%	-7%	1.4%	1.1%	-0.7	60	-1%	1%
Cc1cc(OC(=O)Cc2cccc3ccccc23)c([N+](=O)[O-])c(=O)[nH]1	i	42	-0.2%	-49%	-21%	-0.3%	4.0%	-1.9	61	8%	0%
O=c1c2ccccc2cnn1Cc1n[nH]c(=S)n1-c1ccccc1	i	51	-0.8%	4%	3%	-0.2%	2.2%	1.1	39	6%	5%
CCOc1cc(CN2CCCC(CO)(Cc3ccc(F)cc3F)C2)ccc1OC (centres undefined)	i	45	-0.4%	-19%[20 µM]	-4%	-0.7%	-3.1%	0.2	73	15%	-10%
Cc1ccc(-n2c(-c3ccccc3)n[nH]c2=S)cc1	i	54	-0.1%	-25%	2%	1.9%	-2.8%	1.4	70	3%	-7%
O=C(CSc1ccccn1)c1ccc2c(c1)OCO2	i	20	-0.4%	10%	8%	-0.1%	-1.3%	-1.2	75	-14%	6%
CCOc1cc(CNCCO)cc(Br)c1OCc1cccs1	i	31	0.2%	-5%	19%	x	-2.5%	-0.7	69	2%	3%
COC1=C/C(=C/c2c(N)n3nc(CC(=O)N4CCCC4)sc3nc2=O)C=CC1=O	i	19	-0.1%	-4%	13%	0.3%	-1.6%	-0.2	64	4%	2%
N#CCCn1cc(C(=O)NCc2ccccc2)c(-c2cccs2)n1	i	43	-0.6%	-18%	-1%	-0.3%	0.0%	0.4	55	3%	-2%
CCSc1nc(O)c(C(c2cccc(OC)c2)c2c(O)nc(SCC)[nH]c2=O)c(=O)[nH]1	i	62	0.2%	-18%[20 µM]	4%	-0.4%	-4.2%	0.6	61	7%	7%
COc1cccc(C2CC(c3ccc(Cl)cc3Cl)n3nc(N)nc3N2)c1 (centres undefined)	i	60	-0.1%	26%	4%	-0.5%	-2.7%	0.0	66	13%	-4%
COc1ccc(NC(=O)CSc2nnnn2-c2ccc(OC)cc2)cc1	i	0	-0.2%	-1%	-3%	x	3.3%	1.5	63	10%	-11%

Fetched by compound from the list above (3):
SMILES	T cell HTS	T cell HTS vesicle-bound %	GPR55 beta-arrestin	KOR beta-arrestin-1	Salmonella PhoP GFP	West Nile antiviral	KOR beta-arrestin-2	NTR1 ag	NTR1 ag cell count 20 µM	GPR55 LPI antagonism	GPR35 antagonists
Cc1cc(OC(=O)Cc2cccc3ccccc23)c([N+](=O)[O-])c(=O)[nH]1	i	42	-0.2%	-49%	-21%	-0.3%	4.0%	-1.9	61	8%	0%
COc1cccc(C2CC(c3ccc(Cl)cc3Cl)n3nc(N)nc3N2)c1 (centres undefined)	i	60	-0.1%	26%	4%	-0.5%	-2.7%	0.0	66	13%	-4%
CC(C)c1nc2oc3c(NCc4cccnc4)ncnc3c2c2c1CCC2	i	46	0.1%	-10%	-5%	-0.1%	1.8%	3.5	80	13%	12%

Whole records, looked up by structure:
Cc1ccc(CNC(=O)CNS(=O)(=O)c2cccc3nsnc23)cc1 is listed as T cell HTS: i; T cell HTS vesicle-bound %: 61; GPR55 beta-arrestin: -0.1%; KOR beta-arrestin-1: -19%; Salmonella PhoP GFP: -17%; West Nile antiviral: 0.2%; KOR beta-arrestin-2: 1.0%; NTR1 ag: 0.1; NTR1 ag cell count 20 µM: 42; GPR55 LPI antagonism: 5%; GPR35 antagonists: -3%
O=C(Cn1cnc2ccccc21)Nc1cccc([N+](=O)[O-])c1 is listed as T cell HTS: i; T cell HTS vesicle-bound %: 26; GPR55 beta-arrestin: -0.4%; KOR beta-arrestin-1: x; Salmonella PhoP GFP: 9%; West Nile antiviral: -0.5%; KOR beta-arrestin-2: x; NTR1 ag: 3.7; NTR1 ag cell count 20 µM: 27; GPR55 LPI antagonism: 8%; GPR35 antagonists: -13%

Continued.
SMILES	T cell HTS	T cell HTS vesicle-bound %	GPR55 beta-arrestin	KOR beta-arrestin-1	Salmonella PhoP GFP	West Nile antiviral	KOR beta-arrestin-2	NTR1 ag	NTR1 ag cell count 20 µM	GPR55 LPI antagonism	GPR35 antagonists
COc1ccc(C)cc1NC(=O)COC(=O)C1CCN(C(=O)c2ccc(Cl)cc2)CC1	i	24	0.1%	-18%	2%	-0.2%	-0.7%	-0.3	29	-14%	-8%
CCN1C(=O)C2C(c3ccccc3F)NC(Cc3ccc(O)cc3)(C(=O)OC)C2C1=O (centres undefined)	i	32	-0.1%	9%	-11%	-0.9%	-1.9%	0.7	65	2%	18%
O=C(CCc1ccc(O)c(O)c1)N/N=C/c1ccc2c(c1)OCO2	i	66	-0.1%	-6%	-1%	-0.6%	4.4%	-0.6	64	-17%	-6%
Cc1ccc(C(=O)N/N=C\c2sccc2C)cn1	i	33	0.6%	-3%	4%	1.3%	-0.3%	-1.8	83	-8%	-2%
CCOC(=O)c1c(NC(=O)Cc2cccs2)sc(C(=O)NC2CCCCC2)c1C	i	18	-0.1%	3%	6%	-0.1%	0.2%	11	50	-3%	4%
Cc1[nH]ccc(=O)c1Cc1c(Cl)cccc1Cl	i	28	-0.1%	29%	x	-0.8%	-3.6%	0.2	100	-10%	5%
O=C(Nc1ccccc1)C1=C[C@@H](c2coc3ccccc3c2=O)C[C@@H](OCc2ccc(CO)cc2)O1	x	x	-0.2%	4%	-5%	x	-1.2%	-0.2	88	6%	-9%
Cc1cc(C)c(C#N)c(SCC(=O)Nc2ccccc2C(N)=O)n1	i	6	0.1%	-39%	-5%	2.1%	3.2%	-3.2	87	-14%	-14%
O=C1/C(=C/c2cccs2)SC(=S)N1c1cccc(O)c1	i	33	0.0%	-5%	-6%	-1.1%	4.4%	7.7	52	14%	-6%
Cc1ccc(CNC(=O)C2CCN(S(=O)(=O)N3CCCCC3)CC2)cc1	i	44	-0.6%	-10%	-1%	-0.4%	-4.4%	-0.4	45	18%	0%
CCC(=O)N1CCCc2cc(S(=O)(=O)N3CCCc4ccccc43)ccc21	i	46	-0.1%	-26%	-7%	-0.3%	1.5%	-0.5	71	6%	-18%
CCN(CCNC(=O)C1CCCN(S(=O)(=O)c2cnc[nH]2)C1)c1ccccc1 (centres undefined)	i	41	-0.1%	23%	10%	0.0%	-1.6%	4.0	66	6%	-5%
CC1Cc2ccccc2N1C(=O)Cn1cnc2ccccc21 (centres undefined)	i	47	-0.2%	x	11%	-0.4%	x	-0.1	31	-4%	8%
C=CCn1c(SCC(=O)c2c(C)[nH]c3ccccc23)nnc1-c1ccncc1	i	28	-0.1%	-17%[20 µM]	6%	-1.0%	-0.4%	-0.5	90	-1%	-1%
CCn1c(-c2csc3c2CCC(C)C3)n[nH]c1=S (centres undefined)	i	47	0.2%	15%	0%	-0.5%	-2.6%	3.0	84	5%	7%
Cc1cc(C)n(-c2ncnc3c2oc2ccccc23)n1	i	25	-0.3%	-24%	20%	0.0%	7.4%	0.6	29	0%	-24%
COc1ccc(C(=O)Nc2cc(-c3nn4c(C)nnc4s3)ccc2C)cc1	i	33	-0.1%	31%	0%	-0.2%	2.2%	3.8	42	12%	1%
O=C(NC1CCCCC1)C(c1ccccn1)N(C(=O)Cc1cccs1)c1ccc(Cl)cc1 (centres undefined)	i	33	-0.1%	9%	3%	-0.9%	-1.4%	1.4	99	9%	13%
COc1ccc(CCN2C(=O)CC(N3CCC(C(N)=O)CC3)C2=O)cc1OC (centres undefined)	i	40	-0.1%	9%	-4%	0.0%	2.1%	-0.3	63	-5%	-5%
COc1ccc2nc(CC(C)(C)CC(=O)O)c[n+]([O-])c2c1	i	60	0.2%	6%	5%	-0.1%	-0.5%	-0.8	38	24%	13%
O=C(CN1C(=O)COc2ccccc21)NCCN1CCc2ccccc2C1	i	29	-0.3%	-26%	4%	-0.5%	-2.9%	-0.9	59	2%	17%
CCCC(c1nnnn1Cc1ccco1)N1CCN(C2CCCC2)CC1 (centres undefined)	i	35	0.1%	-14%	-18%	-0.7%	2.4%	4.4	56	11%	13%
COc1cccc(N2CC(C(=O)Nc3nnc(SCc4cccnc4)s3)CC2=O)c1 (centres undefined)	i	10	0.2%	11%	13%	0.1%	0.9%	-2.1	80	9%	-18%
Cc1ccc(C)c(S(=O)(=O)N2CCN(C(=O)Cn3c(C(F)(F)F)nc4ccccc43)CC2)c1	i	10	-0.1%	x	3%	-0.4%	x	0.9	39	0%	-2%
Cn1c(=O)c2[nH]c(COc3ccc(C(C)(C)C)cc3)nc2n(C)c1=O	i	22	-0.6%	3%	1%	-1.1%	3.9%	1.6	50	4%	-3%
Cc1ccc[n+](C(C)C(=O)Nc2ccc(C)c([N+](=O)[O-])c2)c1 (centres undefined)	i	10	-0.2%	-2%	5%	0.0%	0.2%	-1.9	84	6%	-2%
CN(CC(=O)Nc1ccc(F)cc1)C(=O)COc1ccc([N+](=O)[O-])cc1Cl	i	14	-0.3%	13%	6%	x	-5.0%	1.3	46	-1%	-7%
